Source: PubChem BioAssay (several laboratories)
CF NFkB block – blocks PAF-induced NF-kB reporter in cystic fibrosis cells. AID 588850. KKLEB NF-kB-GFP reporter, GFP fluorescence overnight. inhibition, % at 5 µM. 360,000 compounds, 0.86% hits;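 active means at least 50% inhibition at 5 µM, scaled per plate between neutral and stimulator controls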;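 further: PAF is a Pseudomonas aeruginosa culture filtrate used as stimulus; plate controls were PAF-stimulated DMSO wells for no effect and unstimulated DMSO wells for full effect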
hiPSC survival – enhancers of human iPSC single-cell survival; AID 602274; 360,000 compounds, 0.044% hits; hiPSC single-cell survival, ATPlite luminescence; 100% = ROCK inhibitor wells, 0% = DMSO; survival enhancement, % at 20 µM; in the data active means survival enhancement above about 18%;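 further: cells exposed to compounds for 16 hours before the ATP read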
HIF-2a block – HIF-2a inhibition; inhibition, % at 18.8 µM; 786-0 RCC cells HIF-2a reporter, luciferase luminescence, overnight; 360,000 compounds, 0.72% hits;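 active means inhibition of the luminescence signal of 40% or more relative to plate controls, in a single-dose primary screen at 18.75 µM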
NR2E3 ag-1 – agonists of human nuclear receptor NR2E3; Q9Y5X4; GST-NR2E3/biotin-RetCOR TR-FRET, 1536-well; inhibition of corepressor binding, % at 4.78 µM; 320,000 compounds, 0.12% hits; AID 2300;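 active means percent inhibition above the cutoff of mean plus 3 SD of all tested compounds, set per screening campaign, cut at about 20% in these data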;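 further: 0% = DMSO wells and 100% = biotin wells as full block of FRET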
Target sequence (Q9Y5X4 whole entry, looked up): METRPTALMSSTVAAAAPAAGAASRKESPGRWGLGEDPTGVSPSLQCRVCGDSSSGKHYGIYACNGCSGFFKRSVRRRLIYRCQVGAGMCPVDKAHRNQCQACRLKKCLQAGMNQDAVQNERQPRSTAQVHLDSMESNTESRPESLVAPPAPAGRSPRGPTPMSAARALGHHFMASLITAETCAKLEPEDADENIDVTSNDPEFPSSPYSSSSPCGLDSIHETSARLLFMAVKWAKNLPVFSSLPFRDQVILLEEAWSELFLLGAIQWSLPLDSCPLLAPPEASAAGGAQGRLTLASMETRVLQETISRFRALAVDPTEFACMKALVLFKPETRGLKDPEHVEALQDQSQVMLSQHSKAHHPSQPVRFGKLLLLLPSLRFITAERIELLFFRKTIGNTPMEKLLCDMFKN
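System: GST-tagged NR2E3 plus biotinylated RetCOR corepressor; Amount: 1.35 nM GST-tagged NR2E3 final; Dosing: single nominal compound dose of 4.8 µM; Schedule: 5 h incubation at 4 °C; Technique: TR-FRET with europium anti-GST and streptavidin-D2, 340 nm excitation; Controls: biotin wells as high control, 0.6% DMSO wells as low control.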
KKLEB cytotox – CF airway cell cytotoxicity counter-screen; KKLEB CF airway cells viability, ATPlite luminescence, overnight; stronger effect = lower value; cells stimulated with P. aeruginosa culture filtrate; 360,000 compounds, 0.36% hits; activity change (cytotoxicity), % at 5 µM; AID 602141;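 active means corrected activity change at or below -50% at 5 µM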
MITF TRPM1 inh – reduces MITF-dependent TRPM1 promoter luciferase signal | SK-MEL-5 TRPM1 promoter luciferase, 24 h | inhibition, % at 12.5 µM | 330,000 compounds, 0.83% hits | AID 488899;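 active means mean inhibition across replicates of 60% or more, whatever share of single replicates reaches that level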; further: values of inactives mirror those of a sister screen read the other way
LMP1 NFkB inh – Epstein-Barr LMP1 NF-kappaB reporter inhibition; AID 504558; inhibition, % at 12.5 µM; 350,000 compounds, 0.69% hits; LMP1-induced NF-kappaB luciferase reporter cells, luminescence; in the data active means inhibition above about 41%;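 further: 0% = neutral control wells and 100% = reference inhibitor control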
TRAIL sens C8 – sensitizes caspase-8 expressing cells to TRAIL. 360,000 compounds, 1% hits. inhibition (viability loss, TRAIL sensitization), % at 10 µM. NB7+C8 cells + TRAIL, ATPlite viability luminescence;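 active means compounds causing at least 50% loss of cell viability in the single-dose screen, relative to plate controls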
Shn3 3UTR inh – reduces Shn3 3'UTR luciferase signal in osteoblasts; Clone20 osteoblast Shn3 3'UTR firefly luciferase, 24 h; inhibition, % at 12.5 µM; 360,000 compounds, 0.52% hits; AID 588674;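 active means mean inhibition of at least 75% with every replicate also reaching 75%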;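 further: 0% = median of neutral control wells and 100% = pilot-screen positive control compound; some compounds past the cut are filed as inactive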
Peg3 prom inh – inhibitors of Peg3 promoter; HeLa PEG-Prom luciferase reporter, luminescence, overnight; AID 588405; inhibition, % at 20 µM; 360,000 compounds, 1.7% hits;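 active means inhibition of at least 50% at 20 µM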
NR2E3 ag-2 – human photoreceptor-specific nuclear receptor agonism; Q9Y5X4; CHO-S Gal4-NCOR/VP16-NR2E3 two-hybrid, luciferase; inhibition of corepressor binding, % at 3.98 µM; 360,000 compounds, 0.35% hits; AID 602229;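 active means inhibition above the mean of all tested compounds plus 3 SD, cut at about 70% in these data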;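 further: 0% = DMSO with NR2E3 transfected cells and 100% = cells lacking NR2E3 construct; higher means lower luciferase signal from less NR2E3 corepressor binding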
An asterisk follows results filed as active; x = not tested or not shown. An excerpt; count on the stated rates, not on these rows.

Keys: A = CF NFkB block; B = hiPSC survival; C = HIF-2a block; D = NR2E3 ag-1; E = KKLEB cytotox; F = MITF TRPM1 inh; G = LMP1 NFkB inh; H = TRAIL sens C8; I = Shn3 3UTR inh; J = Peg3 prom inh; K = NR2E3 ag-2
1: COc1ccc(C(=O)C2CCCN(C(=O)c3cnsn3)C2)c(C)c1 (configuration not stated)
  A: -5	B: 0.4	C: 3	D: 3	E: -7	F: 12	G: -5	H: 25	I: -20	J: 13	K: 3

2: CCOC(=O)C1=C(N)N2C(=O)C(C)SC2=C(C(=O)OC)C1c1cccc(OC)c1 (configuration not stated)
  A: 3	B: 1.3	C: 12	D: -3	E: 6	F: -1	G: -9	H: -8	I: 1	J: 5	K: 4

3: Cc1ccc(OCC(=O)N2CCc3ccccc32)cc1
  A: 7	B: -4.4	C: -262	D: 4	E: -13	F: -55	G: -30	H: 43	I: -55	J: -258	K: -124

4: COc1cc(/C=C2/SC(=NCc3ccccc3)N(Cc3ccccc3)C2=O)ccc1O
  A: -7	B: 0.7	C: -2	D: 3	E: 3	F: -1	G: 2	H: 2	I: -4	J: -10	K: -5

5: CCCn1c(=O)c2ccccc2n2c(SCCOc3ccc(C)cc3)nnc12
  A: 5	B: 0.6	C: 18	D: 0	E: 10	F: -2	G: 8	H: 5	I: 0	J: 23	K: 6

6: CCc1ccc([C@@H]2CC=C(C(=O)O)[C@H](c3ccccc3)N2S(=O)(=O)c2ccc(C)cc2)cc1
  A: 25	B: 1.8	C: 19	D: 2	E: 9	F: -7	G: -2	H: 3	I: -6	J: 16	K: -9

7: CCC(CC)n1[nH]c(=O)c2c(C)cc(C)nc21
  A: 3	B: 0.6	C: 11	D: 1	E: 7	F: 0	G: 1	H: -9	I: 6	J: 17	K: 3

8: CCOc1ccc(-c2c(C(=O)N/N=C(\C)c3cccs3)nnn2-c2nonc2N)cc1
  A: -14	B: -0.2	C: -2	D: 2	E: 0	F: -2	G: -2	H: 5	I: 2	J: -8	K: 7

9: O=C1c2cccc3cccc(c23)C(=O)N1c1nncs1
  A: -25	B: 5.3	C: -1	D: -2	E: -6	F: -17	G: 25	H: -8	I: 2	J: -9	K: -37

10: Cc1ccc(NP(=O)(c2ccc(N(C)C)cc2NC(=O)c2cccs2)N2CCOCC2)cc1Cl (configuration not stated)
  A: -18	B: 1.1	C: -5	D: -2	E: 1	F: 21	G: -14	H: 20	I: 2	J: -14	K: 19

11: CC(C)N(Cc1ccccc1)C(=O)CCS(=O)(=O)c1ccc2c(c1)oc(=O)n2C
  A: 16	B: -0.7	C: -10	D: 1	E: 4	F: 5	G: 9	H: -6	I: 5	J: 16	K: -10

12: CCOC(=O)c1[nH]c(C)c(C(=O)NCC2CCCO2)c1C (configuration not stated)
  A: -3	B: 3.6	C: 15	D: -1	E: -14	F: -12	G: -3	H: -10	I: -12	J: 5	K: -9

13: Cc1ccc(C)c(NC(=O)CCn2cnnn2)c1
  A: -5	B: -0.7	C: 17	D: -1	E: -6	F: 14	G: -16	H: 1	I: 9	J: 8	K: -18

14: COc1ccc(C2CCCN2C(=S)Nc2ccc(C)cc2C)cc1OC (configuration not stated)
  A: 15	B: 0.0	C: 14	D: 3	E: -3	F: -3	G: 5	H: 6	I: 4	J: 5	K: -4

15: O=C(NNC(=O)c1cccs1)c1cccnc1
  A: -7	B: 0.1	C: -8	D: -1	E: 10	F: 4	G: -1	H: 7	I: -5	J: -6	K: 12

16: C[C@@H]1CN([C@@H](C)CO)C(=O)c2cc(NS(C)(=O)=O)ccc2O[C@H]1CN(C)Cc1ccc(Oc2ccccc2)cc1
  A: 10	B: -3.4	C: -9	D: x	E: 6	F: -9	G: 8	H: 2	I: 6	J: 0	K: -46

17: Cn1c2c(c(=O)n(C)c1=O)C(c1ccc(Br)cc1)Nc1ccccc1O2 (configuration not stated)
  A: 10	B: 0.2	C: 1	D: -3	E: 0	F: 20	G: 7	H: 9	I: 21	J: 33	K: 7

18: CC(=O)Nc1ccc(SCc2c(C)noc2C)cc1
  A: -11	B: -0.3	C: 14	D: 0	E: 8	F: -13	G: 0	H: 4	I: -1	J: -16	K: -30

19: Cn1c(=O)n(C)c2cc(C(=O)O)ccc21
  A: 6	B: 4.9	C: 8	D: 2	E: -2	F: -1	G: 7	H: -10	I: 5	J: 28	K: -17

20: O=C(Nc1ccccc1N1CCCCC1)c1ccc(OC(F)F)cc1
  A: 11	B: 0.5	C: -1	D: 4	E: 0	F: 13	G: 3	H: 4	I: 7	J: 7	K: -31

A run of entries of the results above, for reference:
Keys: A = CF NFkB block; B = hiPSC survival; C = HIF-2a block; D = NR2E3 ag-1; E = KKLEB cytotox; F = MITF TRPM1 inh; G = LMP1 NFkB inh; H = TRAIL sens C8; I = Shn3 3UTR inh; J = Peg3 prom inh; K = NR2E3 ag-2
14: COc1ccc(C2CCCN2C(=S)Nc2ccc(C)cc2C)cc1OC (configuration not stated)
  A: 15	B: 0.0	C: 14	D: 3	E: -3	F: -3	G: 5	H: 6	I: 4	J: 5	K: -4

15: O=C(NNC(=O)c1cccs1)c1cccnc1
  A: -7	B: 0.1	C: -8	D: -1	E: 10	F: 4	G: -1	H: 7	I: -5	J: -6	K: 12

16: C[C@@H]1CN([C@@H](C)CO)C(=O)c2cc(NS(C)(=O)=O)ccc2O[C@H]1CN(C)Cc1ccc(Oc2ccccc2)cc1
  A: 10	B: -3.4	C: -9	D: x	E: 6	F: -9	G: 8	H: 2	I: 6	J: 0	K: -46

17: Cn1c2c(c(=O)n(C)c1=O)C(c1ccc(Br)cc1)Nc1ccccc1O2 (configuration not stated)
  A: 10	B: 0.2	C: 1	D: -3	E: 0	F: 20	G: 7	H: 9	I: 21	J: 33	K: 7

18: CC(=O)Nc1ccc(SCc2c(C)noc2C)cc1
  A: -11	B: -0.3	C: 14	D: 0	E: 8	F: -13	G: 0	H: 4	I: -1	J: -16	K: -30

19: Cn1c(=O)n(C)c2cc(C(=O)O)ccc21
  A: 6	B: 4.9	C: 8	D: 2	E: -2	F: -1	G: 7	H: -10	I: 5	J: 28	K: -17

20: O=C(Nc1ccccc1N1CCCCC1)c1ccc(OC(F)F)cc1
  A: 11	B: 0.5	C: -1	D: 4	E: 0	F: 13	G: 3	H: 4	I: 7	J: 7	K: -31
